From PubChem
LDHA block = LDHA (human) enzyme inhibition | purified LDHA, NADH/diaphorase-resazurin fluorescence; stronger effect = lower value | 0.15% of 480,000 active | activity change, % (values are at about 110 or 230 µM) | P00338; in the data active means activity change below about -30%; inconclusive means mostly about -25% to -30%;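 further: plate controls were DMSO wells for no effect and wells without enzyme for full effect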
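Resorufin fluorescence (ex540/em590), read at 0 and 20 min after diaphorase/resazurin addition, reports the NADH left after a 5 min room-temperature reaction of 2 nM human LDH5 with 0.06 mM NADH and 0.2 mM pyruvate.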
Vif-A3F inh = blocks the Vif interaction with APOBEC3F | Potency, µM (doses to about 46.1 µM), for the others: at the highest dose activity, negative = active | HeLa A3F-eYFP + Vif (tagged APOBEC3F with the HIV-1 protein that degrades it), YFP fluorescence increase | 0.2% of 390,000 active | AID 602313; further: potency means the concentration at half of the fitted maximal effect; % of control where 0% means no effect; nearly all actives have a fitted effect of over 65% in size
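HeLa cells stably expressing A3F-eYFP plus Vif, plated and incubated overnight at 37 deg C, then exposed to compounds overnight at 37 deg C. Blocked degradation read as raised yellow fluorescence (Ex 488/Em 500-530).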
RXFP1 ag = RXFP1 (human) receptor agonism; 0.3% of 370,000 active; Potency, µM (top dose mostly 57.5 µM), without a hit: at the top dose activation, hits mostly activators; HEK293T-RXFP1 cAMP TR-FRET, 30 min; response scale: percent of porcine relaxin response, buffer zero; Q9HBX9; further: potency means the concentration at half of the fitted maximal effect; on the % scale 0 is the no-effect control and ±100 the full control effect; nearly all actives have a fitted effect of over 60% in size; many of its hits are not listed in these tables
Target sequence (Q9HBX9 whole entry, looked up): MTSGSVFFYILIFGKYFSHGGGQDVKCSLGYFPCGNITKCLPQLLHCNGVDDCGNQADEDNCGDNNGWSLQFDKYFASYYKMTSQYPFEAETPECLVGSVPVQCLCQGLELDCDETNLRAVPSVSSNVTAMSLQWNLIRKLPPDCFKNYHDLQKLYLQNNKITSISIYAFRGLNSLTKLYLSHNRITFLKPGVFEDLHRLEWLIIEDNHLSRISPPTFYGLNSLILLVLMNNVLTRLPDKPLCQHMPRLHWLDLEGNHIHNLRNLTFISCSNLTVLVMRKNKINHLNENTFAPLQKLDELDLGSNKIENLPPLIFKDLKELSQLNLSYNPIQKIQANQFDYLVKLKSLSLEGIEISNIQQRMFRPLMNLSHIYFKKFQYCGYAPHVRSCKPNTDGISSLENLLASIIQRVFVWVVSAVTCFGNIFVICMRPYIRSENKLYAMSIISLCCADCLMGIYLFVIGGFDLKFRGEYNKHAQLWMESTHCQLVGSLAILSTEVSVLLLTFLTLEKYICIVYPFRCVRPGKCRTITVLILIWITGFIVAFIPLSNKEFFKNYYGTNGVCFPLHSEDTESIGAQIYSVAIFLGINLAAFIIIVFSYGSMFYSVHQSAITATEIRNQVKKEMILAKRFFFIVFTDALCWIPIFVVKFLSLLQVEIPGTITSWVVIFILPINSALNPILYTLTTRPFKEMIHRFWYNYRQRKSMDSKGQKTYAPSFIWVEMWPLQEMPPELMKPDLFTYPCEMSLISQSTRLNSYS
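cAMP rise read by TR-FRET after 30 min, 37C compound exposure (up to 58 uM) in RXFP1-transfected HEK293 cells with Ro 20174 present. EC50 from Hill-equation fits, with 29 nM porcine relaxin as 100% and buffer as basal.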
USP1 inh = USP1/UAF1 (human) deubiquitinase inhibition | O94782 | recombinant USP1/UAF1, Ub-Rhodamine cleavage fluorescence | Potency, µM (titrated, usually from 57.1 µM), inactives show at the top dose activity change, negative = inhibition, actives largely listed as inhibitors | 0.23% of 390,000 active; further: potency means the concentration at half of the fitted maximal effect; on the % scale 0 is the no-effect control and ±100 the full control effect; nearly all actives have a fitted effect of over 60% in size; inactives centre near -12
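1 nM enzyme complex + cpd, 15 min RT; start with Ub-Rho 150nM final; kinetic fluorescence ex 480/em 540, 6 reads q60 s. Buffer 50mM HEPES pH 7.8, 0.5mM EDTA, 0.1 mg/ml BSA, 1mM TCEP, 0.01% Tween-20.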
Glioma ERSR ind = inducers of ER stress response in human glioma cells; U87-MG GRP78 promoter luciferase reporter, 16 h; Potency, µM, without a hit: at the highest dose activation, usual class: activators; 0.02% of 420,000 active; AID 602332; further: potency means the concentration at half of the fitted maximal effect; series mostly up to about 76 µM; % of control where 0% means no effect; nearly all actives have a fitted effect of over 35% in size
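ERSR induction read as luciferase luminescence (Bright-Glo, 10 min at room temperature) in stably transfected human U87-MG glioma cells exposed to compounds for 16 h, using GRP78 as sensor.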
PI4K2A block = PI4K2A (human) kinase inhibition. AID 1346378. purified PI4K2A, ADP-Glo luminescence, 1 h; stronger effect = lower value. 0.13% of 420,000 active. activity change, negative = inhibition, % at 76.9 µM; in the data active means activity change below about -50%; inconclusive means mostly about -30% to -49%;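 further: -100% = wells without enzyme as full effect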
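PI4K2A activity was measured by ADP-Glo luminescence: enzyme (4 ug/mL stock) and phosphatidylinositol (1.2 mM stock) in Tris pH 7.5/MgCl2/EGTA/Triton X-100 buffer were reacted with ATP (300 microM stock) for one hour at ambient temperature.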
Vif-A3G inh = blocks the Vif interaction with human APOBEC3G | Q9HC16 | HeLa A3G-eYFP + Vif (tagged APOBEC3G with the HIV-1 protein that degrades it), YFP fluorescence, overnight | Potency, µM (highest dose often 46.1 µM), without a hit: at the top dose activity, negative = active, most hits filed as inhibitors | 0.076% of 410,000 active | AID 602310;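 further: potency means the concentration at half of the fitted maximal effect; on the % scale 0 is the no-effect control and ±100 the full control effect; nearly all actives have a fitted effect of over 60% in size; hits raise eYFP signal because A3G escapes Vif-driven loss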
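HeLa cells stably expressing Vif and C-terminally eYFP-tagged A3G, seeded overnight at 37 deg C, then exposed to compound by pintool overnight at 37 deg C. Rise in yellow fluorescence (Ex 488/Em 500-530, Acumen) marks blocked Vif-driven A3G degradation.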
TrxR1 substrate = substrates of rat thioredoxin reductase 1; 0.01% of 390,000 active; purified TrxR1 substrate turnover, NADPH consumption readout; O89049; Potency, µM (highest dose often 114 µM), without a hit: top-dose activity change, negative = substrate turnover; AID 588456; further: potency means the concentration at half of the fitted maximal effect; on the % scale 0 is the no-effect control and ±100 the full control effect; nearly all actives have a fitted effect of over 50% in size
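Rat TrxR1, dispensed at 90 nM, was prereduced with 400 uM NADPH (final) for 5 min at ~22 deg C, then incubated with compound 15 min before 400 uM selenite. A first-read NADPH fluorescence drop versus no-compound background flagged substrates.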
mIDH1 inhibitor = human IDH1 R132H inhibition | AID 602179 | Potency, µM (doses to about 76.6 µM), for the others: at the highest dose activity change, negative = inhibition, most hits filed as inhibitors | IDH1-R132H enzyme, NADPH consumption, diaphorase/resazurin fluorescence | 0.093% of 390,000 active; further: potency means the concentration at half of the fitted maximal effect; on the % scale 0 is the no-effect control and ±100 the full control effect; nearly all actives have a fitted effect of over 65% in size
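IDH1-R132H (0.5 ug/mL dispensed) in pH 7.5 Tris buffer was preincubated 30 min with compound, then given a substrate mix of 0.016 mM NADPH and 2 mM alpha-KG for 80 min at room temperature; remaining NADPH was read by diaphorase/resazurin fluorescence.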
An asterisk follows results filed as active; ? = inconclusive; . = not tested or not shown; & = joins results of further samples; [ ] = another dose, or the depositor's remark. Unless noted, the call rests on the fitted dose curve; in most records, active means well fitted curve in the direction sought with a large enough effect; inconclusive means small, poorly fitted or top-dose-only effect, or another doubt; inactive means no such curve, though single readings can be large; an effect the other way counts as inactive or inconclusive. Some of the compounds tested. The share of hits here may be higher or lower than overall.

SMILES	LDHA block	Vif-A3F inh	RXFP1 ag	USP1 inh	Glioma ERSR ind	PI4K2A block	Vif-A3G inh	TrxR1 substrate	mIDH1 inhibitor
O=C(Nc1ccc(S(=O)(=O)N2CCCC2)cc1)c1cccs1	-2	8%	-1.9%	?	0%	0	-2%	-14%[57.1 µM]	3%
Nc1cc(=O)[nH]n1C1CCCCC1	-2	12%	3.4%	-19%	-2%	4	4%	1%[57.1 µM]	6%
COC(=O)c1ccc(N2C(=O)CC(NCc3ccccc3)C2=O)cc1 (stereo not drawn)	-4	0%	2.1%	-10%	-5%	1	-3%	0%	3%
Cc1ccc(CNC(=O)C2CCCN2C(=O)Nc2ccc(C)cc2)cc1 (stereo not drawn)	-15	2%	0.1%	-27%	-1%	0	2%	10%[57.1 µM]	8%
CC(C)CCNC(=S)Nc1ccc(Br)cc1	-6	0%	-0.4%	-7%	5%	2	-4%	-13%	4%
CCc1cccc(NC(=O)Cn2c(=O)n(CC(=O)NCCc3ccccc3)c(=O)c3ccccc32)c1	-11	-2%	18%	-4%	-5%	-3	-21%	-6%	19%
Cc1cc(C)c(OCC(=O)Nc2ccc(S(=O)(=O)N3CCCC3)cc2)c(C)c1	0	-19%	0.6%	-24%	0%	-7	-7%	-13%	10%
Cc1ccc(Cn2c(C(=O)O)c(CNCc3ccc(C)o3)c3ccc(C)cc32)cc1	5	0%	0.4%	-25%	-3%	1	4%	4%	14%
COc1cccc(CNC(=O)CCCC(=O)NC(C)CCc2ccccc2)c1 (stereo not drawn)	2	-1%	-1.1%	-7%	0%	-3	2%	8%	11%
CCOC(=O)C1CCN(C(=S)NC2CCCC2)CC1	-4	8%	1.0%	-11%	0%	2	1%	4%	10%
CN(c1ccc(C(=O)N2CCN(c3ccc(F)cc3)CC2)cc1)S(C)(=O)=O	3	1%	1.4%	2%	6%	-6	-3%	-7%	3%
CCn1c(C(=O)N2CCCC(C(=O)O)C2)cc2sccc21 (stereo not drawn)	-8	-1%	-2.3%	-4%	-2%	-3	-1%	12%	2%
CCn1nc(C(=O)Nc2ccc3c(c2)OCCO3)c2ccccc2c1=O	-1&3	0%	.	-15%	-2%	-1	0%	.	-6%
CCOc1ccc(C2C(C#N)=C(N)N(c3sc4c(c3C#N)CCCC4)C3=C2C(=O)CCC3)cc1 (stereo not drawn)	5	4%	2.4%	-20%	-1%	10	-2%	2%[57.1 µM]	3%
Cc1nc(-c2ccc(C)c(N3CCN(C(=O)Nc4ccccc4C(F)(F)F)CC3)c2)no1	-3	8%	-0.4%	-9%	-1%	-3	-5%	2%[57.1 µM]	6%
Cc1[nH]c2ccc(C(=O)N3CCN(Cc4ccccc4)CC3)cc2c1C	-6&-1	1%	0.1%	-17%	0%	4	-1%	7%	6%
c1ccc(-c2ccccc2OCCCCN2CCCCC2)cc1	-19	-1%	1.3%	-17%	-5%	1	4%	10%[57.1 µM]	21%
CSc1nc2c([nH]c3ccccc32)c(=O)n1-c1ccc(C)cc1	-5	4%	-0.1%	-11%	5%	0	3%	0%[57.1 µM]	-5%
CN1CC(=O)N(CC(=O)Nc2cccc(S(=O)(=O)N3CCOCC3)c2)C1=O	-6	-11%	5.6%	5%	-5%	2	2%	2%[57.1 µM]	-3%
Cc1nnsc1-c1c(C(=O)N2CCOCC2)c(C)nn1-c1ccc(Cl)cc1	-3	3%	1.4%	-24%	-3%	5	0%	-21%[11.4 µM]	7%
COc1ccc(C(=O)NCC(c2ccc3c(c2)OCO3)N2CCN(C)CC2)cc1 (stereo not drawn)	-7	1%	0.6%	-6%	-2%	2	0%	4%[57.1 µM]	-8%
Cc1noc(C)c1CSc1nnc(-c2ccccc2F)n1CCc1ccccc1	-4	2%	2.6%	-14%	-4%	8	0%	2%	8%
COc1ccc(NC(=O)Cn2c(-c3ccc(OC)cc3)cn(-c3ccc(C)cc3)c2=O)cc1	14	1%	-1.5%	-7%	-1%	-6	-7%	-11%	4%
CCC(C)Cn1cnc2c(SCc3ccccn3)nc(N)nc21 (stereo not drawn)	-1	1%	.	?	0%	-13	2%	1%	1%
Cc1[nH]n(-c2ccc(Br)cc2)c(=O)c1C=Nc1ccc(S(=O)(=O)Nc2nccs2)cc1	-5	8%	-0.4%	-21%	4%	0	0%	-13%	4%

An excerpt from above, showing only RXFP1 ag, USP1 inh and mIDH1 inhibitor.
| canonical_smiles | RXFP1 ag | USP1 inh | mIDH1 inhibitor |
| --- | --- | --- | --- |
| CCn1nc(C(=O)Nc2ccc3c(c2)OCCO3)c2ccccc2c1=O | . | -15% | -6% |
| CN1CC(=O)N(CC(=O)Nc2cccc(S(=O)(=O)N3CCOCC3)c2)C1=O | 5.6% | 5% | -3% |
| COc1ccc(C(=O)NCC(c2ccc3c(c2)OCO3)N2CCN(C)CC2)cc1 (stereo not drawn) | 0.6% | -6% | -8% |
| Cc1[nH]c2ccc(C(=O)N3CCN(Cc4ccccc4)CC3)cc2c1C | 0.1% | -17% | 6% |

The results go on.
SMILES	LDHA block	Vif-A3F inh	RXFP1 ag	USP1 inh	Glioma ERSR ind	PI4K2A block	Vif-A3G inh	TrxR1 substrate	mIDH1 inhibitor
Cn1cnnc1Sc1ccc(CN2CCN(C3CCCC3)C(CCO)C2)o1 (stereo not drawn)	-7	-6%	-0.2%	-7%	-4%	5	-3%	3%	5%
COc1ccc([N+](=O)[O-])cc1N/C(=N/S(=O)(=O)c1ccccc1)c1ccccc1	1	2%	1.0%	-8%	5%	-1	-9%	-1%[57.1 µM]	15%
CC(OC(=O)Cc1n[nH]c(=O)c2ccccc12)C(=O)Nc1ccc(F)cc1Cl (stereo not drawn)	-1	3%	1.0%	-16%	-4%	-5	2%	5%	13%
O=C(OCC(=O)N1CCc2ccccc21)[C@@H]1CCCN1S(=O)(=O)c1ccccc1F	-2	-2%	-0.3%	-13%	-2%	-1	1%	-1%	3%
CC(=O)c1ccc2c3c(cccc13)CC2	-5	-2%	0.9%	-20%	0%	1	3%	53%[activator]	7%
O=C(Oc1ccc(-c2cnc3ccccc3n2)cc1)c1cc([N+](=O)[O-])ccc1Cl	3	0%	0.6%	-14%	1%	-3	1%	-5%[57.1 µM]	0%
COc1ccccc1/C=N/Nc1nc(C)cc(=O)[nH]1	-2	-1%	.	8%	1%	-4	2%	.	-5%
CCOC(=O)c1cccc(NC(=O)c2cc3ccccc3o2)c1	-3	-7%	0.3%	-3%	-10%	1	-1%	-4%	7%
Cc1noc(C)c1S(=O)(=O)Nc1cc(C(F)(F)F)ccc1N1CCOCC1	-3	11%	-1.6%	-7%	-4%	-3	-4%	1%	8%
CC1CCCCN1C(=O)CSc1nnc(-c2cccnc2)o1 (stereo not drawn)	-10	1%	6.3%	-16%	0%	8	1%	-2%	-4%
CCCn1c(N)c(C(=O)CSc2nnc(-c3ccco3)n2Cc2ccccc2)c(=O)[nH]c1=O	-6	-8%	-1.5%	-12%	-5%	2	-12%	6%	1%
CS(=O)(=O)N1CCCC(C(=O)Nc2ccc3c(c2)OCCO3)C1 (stereo not drawn)	-6	-30%	0.5%	-23%	-5%	4	-9%	-2%	-1%
Cc1c(Cl)cccc1NC(=O)Cn1nnc(C(=O)NCc2cccs2)c1N	-6	3%	-0.2%	-6%	1%	-2	-5%	4%[57.1 µM]	1%
O=C(NCCc1cccs1)C1CC1	-1	-6%	-2.1%	-16%	-4%	5	1%	-21%[57.1 µM]	3%
Cc1cc(C)cc(C(O)c2ncc(-c3cccc(C(F)(F)F)c3)[nH]2)c1 (stereo not drawn)	-11	.	.	.	-3%	-2	-10%	.	.
CC1(C)Cc2c(c(-c3ccco3)nc3n[nH]c(N)c23)CO1	-6	-2%	-1.0%	3%	-4%	-2	-1%	-12%	-2%
COC(=O)c1[nH]c2ccc(Br)cc2c1NC(=O)Oc1ccccc1	-5	3%	3.7%	-15%	5%	2	0%	-2%	-5%
O=C(CSc1nn(-c2ccc(F)cc2)c(=S)s1)NC1CCS(=O)(=O)C1 (stereo not drawn)	-5	8%	-1.7%	-7%	-3%	-1	-4%	-6%[57.1 µM]	10%
C=CCN1C(c2ccccc2)=CS/C1=C(\C#N)c1nnc2n1CCCCC2	1	-2%	0.4%	-18%	0%	-1	-4%	3%	3%
O=C(CSc1ccc(F)cc1)NNC(=O)c1ccccc1Br	-6	-9%	-0.6%	-9%	-2%	0	-2%	-4%	4%
CCc1nc(SCc2ccc(F)cc2)n[nH]1	-5	4%	1.0%	-18%	2%	3	-1%	1%	6%
CCN(c1cccc(C)c1)S(=O)(=O)c1ccc2c(c1)NC(=O)CCS2	-13&-3	12%&-1%	0.1%&0.2%	-10%&-20%	-5%&-1%	-2&1	1%&-2%	-7%&3%	-12%&11%
CCC(C)(C)NC(=O)C(c1ccccn1)N(C(=O)c1csnn1)c1ccc(C)cc1 (stereo not drawn)	-4	1%	0.4%	-11%	-4%	-1	2%	-5%	-2%
O=C(CCc1ccccc1)NCc1ccc2c(c1)CCN2C(=O)c1ccccc1	-4	0%	-1.1%	-1%	0%	2	-16%	7%[57.1 µM]	-11%
COc1ccc([C@H]2CC(=O)C=C(c3cc(Br)ccc3OC)C2)cc1	1	-15%	.	-9%	-3%	2	?	4%[57.1 µM]	-1%
